# Compound activity as filed in PubChem BioAssay.
# ULK1 primary: ULK1 kinase inhibitors, primary screen, biochemical, AlphaScreen; AlphaScreen Atg13 phosphorylation by ULK1, luminescence; inhibition, % at 5.96 µM; actives 1.9% (n = 30,000); AID 1259251, 2017; in the data active means inhibition above about 43%;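 further: 0% = median of compound wells and 100% = no enzyme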
# ASK1 primary: ASK1 kinase inhibitors, primary screen, biochemical, AlphaScreen. AlphaScreen MKK6 phosphorylation by ASK1, luminescence. inhibition, % at 7.44 µM. actives 0.99% (n = 22,000); in the data active means inhibition above about 35%;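 further: 0% = median of compound wells and 100% = no enzyme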
# Target sequence (Q99683 whole entry, looked up): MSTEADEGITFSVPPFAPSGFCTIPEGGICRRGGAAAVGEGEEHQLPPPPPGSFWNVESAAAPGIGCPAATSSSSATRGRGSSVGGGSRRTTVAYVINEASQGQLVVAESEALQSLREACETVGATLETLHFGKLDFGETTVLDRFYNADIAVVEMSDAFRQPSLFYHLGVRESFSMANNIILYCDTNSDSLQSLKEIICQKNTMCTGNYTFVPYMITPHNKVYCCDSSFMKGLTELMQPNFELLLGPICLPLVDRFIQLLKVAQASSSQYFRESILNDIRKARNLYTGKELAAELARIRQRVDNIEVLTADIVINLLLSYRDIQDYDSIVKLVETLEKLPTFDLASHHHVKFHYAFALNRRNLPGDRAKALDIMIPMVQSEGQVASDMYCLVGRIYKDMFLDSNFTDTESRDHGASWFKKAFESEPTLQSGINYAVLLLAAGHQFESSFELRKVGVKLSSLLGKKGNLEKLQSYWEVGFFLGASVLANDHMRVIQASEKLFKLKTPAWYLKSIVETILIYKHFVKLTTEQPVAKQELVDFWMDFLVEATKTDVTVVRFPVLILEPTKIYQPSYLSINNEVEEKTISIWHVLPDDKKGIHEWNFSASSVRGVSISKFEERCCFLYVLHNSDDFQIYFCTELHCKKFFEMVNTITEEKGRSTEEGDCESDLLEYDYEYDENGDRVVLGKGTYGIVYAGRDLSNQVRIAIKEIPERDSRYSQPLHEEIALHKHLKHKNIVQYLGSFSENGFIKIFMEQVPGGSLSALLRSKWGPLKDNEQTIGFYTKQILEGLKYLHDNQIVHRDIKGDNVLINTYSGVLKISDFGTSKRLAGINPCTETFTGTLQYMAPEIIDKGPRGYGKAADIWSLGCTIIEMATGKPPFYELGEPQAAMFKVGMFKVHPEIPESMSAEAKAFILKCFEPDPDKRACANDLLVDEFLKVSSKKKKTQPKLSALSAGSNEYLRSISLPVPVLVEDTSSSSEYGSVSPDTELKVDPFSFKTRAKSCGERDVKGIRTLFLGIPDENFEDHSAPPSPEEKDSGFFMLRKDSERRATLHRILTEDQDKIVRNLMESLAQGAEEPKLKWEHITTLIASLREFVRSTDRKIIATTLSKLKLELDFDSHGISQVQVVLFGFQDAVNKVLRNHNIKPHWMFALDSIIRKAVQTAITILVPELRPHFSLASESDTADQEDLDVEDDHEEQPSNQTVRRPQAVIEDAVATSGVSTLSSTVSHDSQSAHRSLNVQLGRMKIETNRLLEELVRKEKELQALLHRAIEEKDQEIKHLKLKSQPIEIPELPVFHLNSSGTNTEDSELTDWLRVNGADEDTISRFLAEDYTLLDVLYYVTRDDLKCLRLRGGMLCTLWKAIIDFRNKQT
# * marks the source's active call; other numbers are inactive results; · = not tested or not shown.
ULK1 primary,ASK1 primary,structure
17,11,COc1cc(N2CCOCC2)ccc1Nc1cc(NCc2ccccn2)c(C(F)(F)F)cn1
-8,-8,CCCNc1nc(-c2cccs2)nc2c1ncn2CCN1CCCC1=O
15,·,O=C(Cn1c(CO)cnc1SCc1ccccc1Cl)NC1CCCC1
4,-1,CC(C)N(CCNc1nc(-c2ccc(C(=O)NC3CC3)cc2)nc2c1ncn2C1CCCCC1)C(C)C
14,15,O=C(Nc1ccc2c(c1)OCO2)c1ccc2nc(NC3CCC(O)CC3)sc2c1 (centres undefined)
-19,-21,COc1ccc(CCNc2nc(-c3ccc(C(=O)N4CCN(C)CC4)cc3)nc3c2ncn3CCN2CCCC2=O)cc1
-36,·,COC(CNc1cc(-c2cccc(C(F)(F)F)c2)nc(-c2cccnc2)n1)OC
-49,6,Cc1cc(NCCCN2CCOCC2)nc(-c2cccc(OC(F)(F)F)c2)n1
-57,-33,CCn1c(C2COc3ccccc3O2)nc2ccc(-c3ncnc4[nH]ccc34)cc21 (centres undefined)
27,-17,COc1ccc(CCNc2nc(Nc3ccc(-n4ccnc4)cc3)nc3nc[nH]c23)cc1
1,-1,Nc1nc(NC2CCN(Cc3ccccc3)CC2)nc2c1ncn2Cc1ccc(C(F)(F)F)cc1
-6,7,CN(C)C(=O)c1cc(-c2cn[nH]c2)ccc1NC(=O)C1COc2ccc(F)cc2C1 (centres undefined)
5,-6,CN(Cc1ccccc1)C(=O)c1nc2ccc(-c3cn[nH]c3)cc2s1
-6,5,CCN(CC)c1nc(NCCc2ccc(OC)cc2)nc(Nc2nc3ccccc3n2C)n1
4,16,NC(=O)c1ccc(-c2ccc(C(=O)Nc3ccc(N4CCOCC4)cc3)s2)cc1
13,·,NC(=S)N/N=C/c1cccnc1
12,-2,Nc1ncnc2nc(-c3ccccc3)[nH]c12
-2,·,Cc1nc(N/N=C/c2ccc(Br)cc2)cc(N2CCOCC2)n1
-38,-24,COc1ccc(-c2nccc(NCc3cccc(C(F)(F)F)c3)n2)cc1
-32,-19,O=C(NC1CC1)c1cccc(Nc2ccccc2)c1
-4,-19,COc1cc(NC(=O)c2cccc(-n3cc(NC(=O)Nc4c(Cl)ccc5c4OCO5)cn3)c2)cc(OC)c1OC
11,7,O=C(Cc1cn(-c2ccc(N3CCN(c4ccccn4)CC3)nn2)c2ccccc12)NC1CCN(Cc2ccccc2)CC1
-1,-3,COc1cc(NC(=O)c2csc(-c3ccc(C(=O)N4CCN(C)CC4)cc3)n2)cc(OC)c1OC
5,55*,COc1cc2nc(Nc3cccc(N(C)C)c3)nc(Nc3ccc(NC(C)=O)cc3)c2cc1OC
-1,-15,CC(C)N(CCNC(=O)c1cccc(Nc2ncccn2)n1)C(C)C
-10,0,O=C(Nc1ccc(N2CCOCC2)cc1)c1cccc(-n2ncc3c2CCC(NCc2ccccc2)C3)c1 (centres undefined)
-22,4,Nc1nc(N2CCN(Cc3ccc4c(c3)OCO4)CC2)nc2c1ncn2Cc1ccc(C(F)(F)F)cc1
-31,5,O=C(c1ccc2[nH]ncc2c1)N1CCC(Oc2ccc(Br)cc2)CC1
0,4,Nc1ncnc2nc(-c3cccs3)[nH]c12
11,13,CC(=O)c1cccc(-c2cc(C(=O)Nc3ccc(N4CCOCC4)cc3)ccn2)c1
7,-4,CC(C)N(CCNc1nc(Nc2ncccn2)nc2c1ncn2-c1ccsc1)C(C)C
-20,-1,c1ccc(OCCNc2ccnc(Nc3ccncn3)n2)cc1
12,-9,CCN(CC)C(=O)C1CCCN(c2cccc(C(=O)Nc3ccc(NC(C)=O)cc3)n2)C1 (centres undefined)
10,2,NC(=O)c1ccc2nc(N3CCC(N4CCOCC4)CC3)sc2c1
8,7,COc1cc(Nc2cc(-c3nocc3-c3cn[nH]c3)ccn2)ccc1N1CCOCC1
36,6,COc1ccc(-c2nc(Nc3ccc(NC(C)=O)cc3)c3ncn(C(C)C)c3n2)cc1
-16,-1,C=CCN1CCN(c2c(NC(=O)c3ccc(Br)o3)ccc(Cl)c2Cl)CC1
-1,-7,CCN(CC)C(=O)C1CCCN(c2nc3c(NCc4ccccc4)ncnc3n2C(C)C)C1 (centres undefined)
7,-8,c1ccc(N2CCN(c3nc(NCc4nc5ccccc5[nH]4)c4[nH]cnc4n3)CC2)nc1
-17,3,FC(F)(F)c1cccc(CNc2nc(Nc3cccnc3)nc3c2ncn3-c2ccccc2)c1
3,-3,O=C(NCC(O)C(=O)N1CCOCC1)c1cc(Nc2ccc3[nH]ncc3c2)ccn1 (centres undefined)
4,-12,O=C(NCc1cccnc1)c1csc(Nc2cnccn2)n1
-22,·,NC(=O)C1CCN(c2ccc3cccc(OCc4cccc(Cl)c4)c3n2)CC1
5,12,CCN(CC)c1nc(NCCN2CCOCC2)nc(Nc2cnccn2)n1
-4,·,O=C(NCc1cccc2ccccc12)NCc1nnnn1-c1ccc(F)cc1
6,19,CCN(CC)c1nc(Nc2ccc(N3CCOCC3)cc2)nc(Nc2nc3ccccc3n2C)n1
-8,10,COc1cc(NC(=O)c2cccc(N3CCN(Cc4ccc5c(c4)OCO5)CC3)n2)cc(OC)c1OC
9,11,N[C@H](Cc1cccc(F)c1)c1nc2ccc(-c3cn[nH]c3)cc2[nH]1
-8,2,c1ccc(Nc2nc(NC3CC3)c3ncn(-c4ccccc4)c3n2)cc1
7,1,O=C(NC1CCN(Cc2ccccc2)CC1)c1cccc(Nc2ccc(-n3ccnc3)cc2)c1

# Quoted at random: 7 records from the list.
ULK1 primary,ASK1 primary,structure
3,-3,O=C(NCC(O)C(=O)N1CCOCC1)c1cc(Nc2ccc3[nH]ncc3c2)ccn1 (centres undefined)
15,·,O=C(Cn1c(CO)cnc1SCc1ccccc1Cl)NC1CCCC1
-1,-3,COc1cc(NC(=O)c2csc(-c3ccc(C(=O)N4CCN(C)CC4)cc3)n2)cc(OC)c1OC
14,15,O=C(Nc1ccc2c(c1)OCO2)c1ccc2nc(NC3CCC(O)CC3)sc2c1 (centres undefined)
-17,3,FC(F)(F)c1cccc(CNc2nc(Nc3cccnc3)nc3c2ncn3-c2ccccc2)c1
7,1,O=C(NC1CCN(Cc2ccccc2)CC1)c1cccc(Nc2ccc(-n3ccnc3)cc2)c1
10,2,NC(=O)c1ccc2nc(N3CCC(N4CCOCC4)CC3)sc2c1

# New compounds follow:
ULK1 primary,ASK1 primary,structure
3,4,O=C1CCCN1CCn1cnc2c(NC3CC3)nc(N3CCc4ccccc4C3)nc21
8,-15,Cc1cncc2cccc(NC3CCCN(C(=O)C(O)c4ccc(Br)cc4)C3)c12 (centres undefined)
5,7,c1ccc(Nc2nccc(NC3CC3)n2)cc1
-3,14,CN(C)CCSc1nc(C2COc3ccc(C(=O)NC4CC4)cc3C2)nc2ccc(-c3cn[nH]c3)cc12 (centres undefined)
0,6,Nc1nc(NCc2ccc3c(c2)OCO3)cc(NC2CCN(Cc3ccccc3)CC2)n1
11,-3,Nc1nc(Nc2ccc(N3CCOCC3)cc2)nc2nc[nH]c12
-49,6,COc1ccc(-c2nc(Nc3cc(OC)c(OC)c(OC)c3)c3ncn(-c4ccsc4)c3n2)cc1
16,12,Clc1nc(NCCN2CCOCC2)c2[nH]cnc2n1
18,2,N[C@@H]1CC[C@H](C(=O)Nc2ccc3[nH]ncc3c2)C1
-27,·,C#C[C@]1(O)CC[C@H]2[C@@H]3CCC4=Cc5oncc5C[C@]4(C)[C@H]3CC[C@@]21C
-3,-30,O=C([C@@H](O)c1ccccc1Cl)N1CCCC(Nc2ccc3[nH]ncc3c2)C1 (some centres undefined)
28,·,CC(C)(C)C(=O)OCOC(=O)[C@@H]1N2C(=O)[C@@H](NC(=O)[C@H](N)c3ccccc3)[C@H]2SC1(C)C
-2,·,CN1CCc2nc(NC(=O)COc3ccc(Cl)cc3)sc2C1
-11,-22,O=C(c1ccncc1)N1CCC(Oc2ccc(Cl)cc2)CC1
-11,-6,COc1ccc(-c2cncc(C(=O)NCCOc3ccccc3)c2)cc1
3,-6,O=C(NCCOc1ccccc1)c1ccc(-c2ccc(N3CCOCC3)nc2)s1
-4,·,CN1CCN(c2cc(-c3ccccc3F)nc(-c3ccccn3)n2)CC1
0,5,CCCNc1nc(Nc2ccncn2)nc2c1ncn2-c1ccsc1
3,10,Cn1ccc2cc(-c3cc(Nc4ccccc4)nc(N)n3)ccc21
8,5,COc1ccc2c(c1)CC(c1nc3ccc(-c4ncnc5[nH]cc(C)c45)cc3c(=O)[nH]1)CO2 (centres undefined)
-3,1,CCCNc1cc(C)nc(N2CCC(N3CCOCC3)CC2)n1
5,1,Nc1cccc(-c2nc(C(=O)NCCOc3ccccc3)cs2)c1
-3,-13,O=C(NCc1cccnc1)c1ccc2nc(NCCN3CCOCC3)sc2c1
0,·,COc1c2occc2cc2ccc(=O)oc12
-13,5,FC(F)(F)c1ccc(Nc2nc(NCc3nc4ccccc4[nH]3)c3ncn(C4CCCCC4)c3n2)cc1

# Grouped by structure: those above containing an aryl thioether with sulfur outside any ring (two)
ULK1 primary,ASK1 primary,structure
15,·,O=C(Cn1c(CO)cnc1SCc1ccccc1Cl)NC1CCCC1
-3,14,CN(C)CCSc1nc(C2COc3ccc(C(=O)NC4CC4)cc3C2)nc2ccc(-c3cn[nH]c3)cc12 (centres undefined)

# (list continues)
ULK1 primary,ASK1 primary,structure
6,12,O=C(NCCOc1ccccc1)c1csc(Nc2ccccc2)n1
3,3,COc1ccc(-c2cc(C(=O)Nc3ccccc3)ccn2)cc1
9,·,Cc1ccc(-n2c(=O)[nH]c3c(C(=O)N4CCCC4)cn(C)c3c2=O)cc1
-23,-4,COc1ccc2c(c1)CC(C(=O)Nc1ccc(-c3cn[nH]c3)c(OC)c1)CO2 (centres undefined)
-2,-11,CC(C)N(CCNC(=O)c1ccnc(N2CCCC2CO)c1)C(C)C (centres undefined)
-1,7,COc1cc(NC(=O)c2ccc3nc(Nc4nc5ccccc5n4C)sc3c2)cc(OC)c1OC
7,14,CC(=O)Nc1ccc(C(=O)Nc2cccc(C)c2N2CCC3(CC2)OCCO3)o1
-9,·,CCN(CC)CCOCCOC(=O)C1(c2ccccc2)CCCC1
19,·,CO[C@H]1C=CO[C@@]2(C)Oc3c(C)c(O)c4c(O)c(c(C=NN5CCN(C)CC5)c(O)c4c3C2=O)NC(=O)C(C)=CC=C[C@H](C)[C@H](O)[C@@H](C)[C@@H](O)[C@@H](C)[C@H](OC(C)=O)[C@@H]1C
-1,-18,O=C(NCc1cccnc1)c1csc(NC2CCC(O)CC2)n1 (centres undefined)
-7,10,Nc1nc(Cl)cc(NC2CC2)n1
-12,·,O=CC1CCN(Cc2ccccc2)CC1
-1,5,O=C1CCCN1CCCNc1ccnc(-c2ccccc2)n1
-3,·,COc1ccc(-c2cccc(NS(=O)(=O)c3cccc(Cl)c3Cl)c2)nn1
9,·,CCc1nnc(NC(=O)c2cccnc2)s1
-47,3,NC(=O)c1ccc(-c2nc(Nc3ccccc3)c3ncn(Cc4ccc(C(F)(F)F)cc4)c3n2)cc1
-3,·,CC(=O)O[C@]1(C(C)=O)CC[C@H]2[C@@H]3C=C(Cl)C4=CC(=O)CC[C@]4(C)[C@H]3CC[C@@]21C
2,3,CCN(CC)C(=O)C1CCCN(c2nc(Nc3ccccc3)c3ncn(-c4ccccc4)c3n2)C1 (centres undefined)
-4,-2,COc1cc(Nc2ccc(N3CCC(C(=O)NCc4ccccc4)CC3)nn2)cc(OC)c1OC
-1,·,CN(C)CCCN1c2ccccc2CCc2ccccc21
-6,-9,COc1cc(Nc2nc(-c3ccc(C(N)=O)cc3)nc3c2ncn3CCN2CCCC2=O)cc(OC)c1OC
7,-3,CC(=O)Nc1ccc(Nc2ncnc3c2nc(NCCN2CCOCC2)n3C(C)C)cc1
14,14,COc1cc(Nc2nc(NCc3cccnc3)nc3c2ncn3-c2ccsc2)cc(OC)c1OC
-13,·,COc1ccc(N2CCn3c(SCC(=O)Nc4ccc(F)cc4)nnc32)cc1
-1,-6,Cc1nn(C)c(C)c1-c1nc(NCCN(C(C)C)C(C)C)c2ncn(CCN3CCCC3=O)c2n1
-2,·,COc1ccc(-c2cnc(Oc3ccc(C#N)cc3)nc2)cc1
-10,-13,c1ccc(CNc2cc(N3CCc4ccccc4C3)ncn2)cc1
-19,3,COc1ccc(CCNc2nc(N3CCc4ccccc4C3)nc3c2ncn3CCN2CCCC2=O)cc1
16,·,c1cncc(-c2nc(NCCCn3ccnc3)cc(-c3ccncc3)n2)c1
2,·,Cc1ncc([N+](=O)[O-])n1CC(C)O (centres undefined)
-1,·,COc1ccc(-c2cncc(-c3cc(N4CCOCC4)nc(-c4ccccc4)n3)c2)cc1
11,·,COc1c(C)cnc2c1c(=O)n(Cc1cccnc1)c(=O)n2C
-6,11,COc1ccc(-c2nc(Nc3ccccc3)c3ncn(CCN4CCCC4=O)c3n2)cn1
8,-10,Cc1[nH]ncc1-c1ccc(NC(=O)C(O)c2ccc(F)cc2)cc1 (centres undefined)
-15,·,CC(=O)Nc1ccc(Oc2ncc(-c3ccc(C)cc3)cn2)cc1
-3,6,CN(C)CCOc1cc(-c2ccncc2)ccc1NC(=O)C1COc2ccc(F)cc2C1 (centres undefined)
5,·,O=[N+]([O-])c1ccccc1-c1cnn(CCO)c1
13,1,CN(C)c1cccc(Nc2ncc(C(=O)NCc3cccnc3)s2)c1
2,·,Fc1ccccc1-c1cc(N2CCN(c3ccccn3)CC2)nc(-c2ccncc2)n1
1,·,CC1=C(C(=O)OC(C)C)C(c2cccs2)C2=C(CC(C)(C)CC2=O)N1 (centres undefined)

# ASK1 primary, what is marked active above.
ULK1 primary,ASK1 primary,structure
5,55*,COc1cc2nc(Nc3cccc(N(C)C)c3)nc(Nc3ccc(NC(C)=O)cc3)c2cc1OC

# Filtered by structure, the entries above containing a furan ring, fused or not.
ULK1 primary,ASK1 primary,structure
-16,-1,C=CCN1CCN(c2c(NC(=O)c3ccc(Br)o3)ccc(Cl)c2Cl)CC1
0,·,COc1c2occc2cc2ccc(=O)oc12
7,14,CC(=O)Nc1ccc(C(=O)Nc2cccc(C)c2N2CCC3(CC2)OCCO3)o1
